Screening results from PubChem.
Growth percent in the NCI-60 one-dose screen (48 h, 10 µM unless noted): 100 = growth as untreated, 0 = no growth, -100 = all killed.
RPMI-8226: RPMI-8226 leukemia cells; actives 7.5% (n = 77,000); AID 1794781
HOP-62: HOP-62 NSCLC | actives 3.9% (n = 80,000)
A549/ATCC: A549/ATCC NSCLC. actives 3.7% (n = 81,000). AID 1794740
EKVX: EKVX NSCLC. actives 3% (n = 71,000). AID 1794765
M14: M14 melanoma. actives 6.2% (n = 80,000)
CCRF-CEM: CCRF-CEM leukemia | actives 7% (n = 77,000)
MDA-MB-435: MDA-MB-435 melanoma; actives 7.8% (n = 82,000); AID 1794794
HOP-92: HOP-92 NSCLC cells; actives 6.3% (n = 71,000)
* hit, by the source's call; x = not tested or not shown; & = joins results of further samples; [ ] = another dose, or the depositor's remark. How the source made its calls: active means growth percent below 10; inactive means the rest. Compounds were not picked by outcome. Share with any hit: about 13%.

SMILES | RPMI-8226 | HOP-62 | A549/ATCC | EKVX | M14 | CCRF-CEM | MDA-MB-435 | HOP-92
CCOC(=O)C1=C(C)n2nc(CC#N)c(C#N)c2NC1c1ccc(C2Nc3c(C#N)c(CC#N)nn3C(C)=C2C(=O)OCC)cc1 (stereo not drawn) | 106 | 83 | 96 | 84 | 91 | 103 | 93 | 102
O=C(/C(=C/c1ccc(Br)cc1)c1ccccc1)c1ccccc1 | 67 | x | 76 | x | 85 | 76 | 86 | x
COc1ccccc1N1CCN(CCCOc2ccc(C(=O)/C=C3/C(=O)Nc4ccccc43)cc2)CC1 | 35 | 38 | 76 | 54 | 66 | 16 | 73 | 18
CC[C@@H](C)/C=C(C)/C=C/C(=O)c1c(O)c(-c2ccc(OC(=O)[C@@]34CC[C@@](C)(C(=O)O3)C4(C)C)cc2)cn(O)c1=O | x | 21 | 44 | 22 | -36* | x | 22 | x
CN1C(CCl)Nc2cc(Cl)c(S(N)(=O)=O)cc2S1(=O)=O (stereo not drawn) | 94&101 | 107&96 | 102&90 | 143&108 | 102&94 | 89&90 | 127&106 | 95
O=[N+]([O-])c1ccc(N=Nc2c(Cl)c(O)c3ccccc3c2O)nc1 | 68 | 90 | 93 | 102 | 121 | 61 | 105 | x
COc1ccccc1/C=C/C(=O)c1nnn(-c2ccc(F)cc2)c1C | 21 | 72 | 42 | 69 | 62 | 14 | 23 | 73
COc1cc(/C=N/NC(=O)Cn2cnc3c(c(C)nn3-c3ccccc3)c2=O)ccc1O | 101 | 84 | 96 | 78 | 108 | 97 | 116 | 101
CSC1=N/C(=C\c2cccc(OCc3ccc(Cl)cc3)c2)C(=O)N1 | 68 | 99 | 83 | 75 | 88 | 98 | 81 | x
CCC(=O)OC(c1cc2c(cc1Br)OCO2)C(C)Br (stereo not drawn) | 113 | 103 | 99 | 106 | 105 | 114 | 109 | 95
Cn1c(-c2ccccc2)cc(=O)cc1-c1ccccc1 | 79 | 98 | 96 | 121 | 98 | 80 | 116 | 90
CC(=O)OC1OC(COS(=O)(=O)c2ccc(C)cc2)C(OC(C)=O)C(OC(C)=O)C1OC(C)=O (stereo not drawn) | 109 | 108 | 104 | 100 | 105 | 107 | 103 | 108
COc1cc(Cn2c(SCCC(=O)Nc3ccc(F)cc3)nc3ccccc3c2=O)cc(OC)c1OC | 75 | 83 | 84 | x | 93 | 87 | 106 | 55
CCOC(=O)c1cc(C(=O)c2cc(OC)c(OC)c(OC)c2)n2ccc(-c3cc[n+](CC(=O)c4cc(OC)c(OC)c(OC)c4)cc3)cc12 | -22* | 95 | 31 | 107 | 55 | -15* | 69 | 46
CCOC(=O)/C=C/c1nc(C(=O)OCC)c(C)c(=O)[nH]1 | 85 | 112 | 104 | 121 | 107 | 108 | 128 | 95
COc1ccc(-c2cc(-c3nnc(SC/C(=N\O)c4ccccc4)n3-c3ccccc3)c3cc(OC)ccc3n2)cc1 | 107 | 121 | 95 | 100 | 100 | 94 | 105 | 132
O=C(Nc1ccc2c(O)cc(S(=O)(=O)O)cc2c1)c1ccccc1 | 94 | 85 | 80 | 99 | 96 | 78 | 101 | 85
CCOCCOCCOC(C)Oc1ccc(CCC(C)=O)cc1 (stereo not drawn) | 102 | 99 | 92 | 107 | 108 | 90 | 110 | 106
O=c1oc2ccc(Cl)cc2c(=O)n1-c1ccc(Cl)cc1F | -28* | -6.4* | 5.5* | 9.8* | 0.6* | 5.2* | -5.5* | -13*
CCOC(=O)c1ccc(NC(=S)NC(=O)c2ccc(NC(=O)C(C)C)cc2)cc1 | 78 | 98 | 91 | 81 | 89 | 84 | 93 | 83
Cc1cc(N(CCNc2ccnc3cc(Cl)ccc23)Cc2ccccn2)nc(N2CCCCC2)n1 | 31 | 63 | 78 | 74 | 83 | 56 | 93 | 41
COc1ccc(N2C(=O)CCSC2=S)cc1 | 102 | 108 | 105 | 99 | 101 | 99 | 101 | 95
Brc1cccc(/C=N/Nc2ncnc3sc4c(c23)CCNC4)c1 | x | 97 | 94 | 89 | 103 | x | 99 | 118
CC(=O)Nc1cccc(C(=O)C2=Cc3cc4ccccc4n3Cc3cnnn32)c1 | 89 | 85 | 99 | 88 | 95 | 100 | 78 | 60
Nc1nccc(N2CCCCC2)n1 | 101 | 111 | 91 | 102 | 124 | 100 | 108 | 120
SMILES | RPMI-8226 | HOP-62 | A549/ATCC | EKVX | M14 | CCRF-CEM | MDA-MB-435 | HOP-92
O=C1C(=Nc2ccc(Cl)c(C(F)(F)F)c2)c2cccc3cccc1c23 | 86 | 116 | 107 | 92 | 88 | 31 | 95 | 105
COC(=O)c1ccc2[nH]c(O)c(C(=Nc3ccc(N(C)C(=O)CN4CCN(C)CC4)cc3)c3ccc([N+](=O)[O-])cc3)c2c1 | 31 | x | 73 | 88 | 32 | 21 | 50 | 64
COc1ccc(-c2nnc(CNc3ccccc3OC)o2)cc1 | 95 | 92 | 88 | 92 | 99 | 95 | 107 | 88
CNc1ccc(Nc2cccc(C)c2)c2c1C(=O)c1ccccc1C2=O | 74 | 102 | 98 | 164 | 122 | 102 | 135 | 29
CCCC(C)OC(=O)c1cccc([N+](=O)[O-])c1 (stereo not drawn) | 115 | 102 | 103 | 122 | 101 | 106 | 116 | 97
O=C1O/C(=C(/Br)c2ccccc2)c2ccccc21 | 99 | 118 | 96 | 95 | 97 | 104 | 97 | 116
O=C1OC(c2cc(Br)c(O)c(Br)c2)c2ccccc21 (stereo not drawn) | 89 | 99 | 100 | 105 | 86 | 93 | 110 | 84
NC(=O)CC(NC(=O)CCl)C(=O)O (stereo not drawn) | 101 | 99 | 99 | x | 97 | 99 | 98 | x
CCCCSc1nc(NC2CC2)c(C#N)c(-c2ccc(C(C)C)cc2)n1 | 89 | 87 | 103 | 95 | 104 | 61 | 111 | 116
COc1ccc(/C=C2/C(=O)NC(SCC(=O)N3CCN(c4cc5c(cc4F)c(=O)c(C(=O)O)cn5C4CC4)CC3)=NC2N)cc1 (stereo not drawn) | 104 | 104 | 106 | 105 | 107 | 111 | 105 | 113
CCN(C(=O)c1ccc(NC(=O)C2C3C=CC(C3)C2C(=O)O)cc1)c1ccccc1 (stereo not drawn) | 70 | 110 | 106 | x | 99 | x | 116 | 146
Cn1cc(-c2nn3cc(-c4ccc(C(F)(F)F)cc4)nc3s2)c2ccccc21 | 100 | 107 | 97 | 84 | 99 | 104 | 103 | 101
CC1CN(Cc2ccco2)C(=S)N(c2ccccc2)C1=O (stereo not drawn) | 88 | 88 | 110 | 84 | 100 | 84 | 100 | 93
CCCCCN1C=C/C(=C\C(=O)N2CCCc3ccccc32)c2ccccc21 | 44 | 107 | 89 | 76 | 100 | 70 | 97 | 74
COc1ccc(-c2csc(N(C(=O)N3CCN(c4cc5c(cc4F)c(=O)c(C(=O)O)cn5C4CC4)CC3)c3ccccc3)n2)cc1 | 16 | 9.2* | 14 | 16 | 27 | 25 | 17 | -18*
CCOc1ccc(NC(=O)c2cc(OC)c(OC)c(OC)c2)cc1 | 27 | 56 | 47 | 54 | 17 | 28 | -11* | 44
COc1ccc(/C=C2\N=C3SCCCN3C2=O)cc1 | 85 | 105 | 89 | x | 107 | 82 | 98 | 98
O=c1nc2sccc(-c3ccc(F)cc3)c-2s1 | 103 | 86 | 90 | 85 | 98 | 119 | 105 | x
COC(=O)/C=C1/S/C(=N\N=C\c2ccc(C(F)(F)F)cc2)N(c2ccccc2)C1=O | 95 | 63 | 88 | 94 | 97 | 90 | 101 | 88
CC(C)(O)/C=C/C(C)(C)O | 112 | 107 | 95 | x | 101 | 100 | 109 | x
CCNC(=S)NC1C(=O)N(C)C(=O)N(C)C1=O | 102 | 92 | 99 | 107 | 101 | 103 | 104 | 96
c1ccc2cc(SCCCN3CCOCC3)ccc2c1 | 79 | 97 | 97 | 101 | 111 | 90 | 101 | 79
NC(=O)[C@@H]1Cc2ccccc2CN1C(=O)c1ccc2c(c1)CCC2 | 94[50 µM] | 95[50 µM] | 101[50 µM] | 99[50 µM] | 99[50 µM] | 92[50 µM] | 101[50 µM] | 93[50 µM]
CC(Br)C(Br)CO (stereo not drawn) | 100 | 101 | 92 | x | 104 | 103 | 95 | x
O=S(=O)(SC1=NCCN1)c1ccccc1 | 115 | x | 103 | 104 | 98 | 88 | 107 | x

An excerpt of the results above, as a working copy:
SMILES | RPMI-8226 | HOP-62 | A549/ATCC | EKVX | M14 | CCRF-CEM | MDA-MB-435 | HOP-92
COC(=O)c1ccc2[nH]c(O)c(C(=Nc3ccc(N(C)C(=O)CN4CCN(C)CC4)cc3)c3ccc([N+](=O)[O-])cc3)c2c1 | 31 | x | 73 | 88 | 32 | 21 | 50 | 64
COc1ccc(-c2nnc(CNc3ccccc3OC)o2)cc1 | 95 | 92 | 88 | 92 | 99 | 95 | 107 | 88
CNc1ccc(Nc2cccc(C)c2)c2c1C(=O)c1ccccc1C2=O | 74 | 102 | 98 | 164 | 122 | 102 | 135 | 29
CCCC(C)OC(=O)c1cccc([N+](=O)[O-])c1 (stereo not drawn) | 115 | 102 | 103 | 122 | 101 | 106 | 116 | 97
O=C1O/C(=C(/Br)c2ccccc2)c2ccccc21 | 99 | 118 | 96 | 95 | 97 | 104 | 97 | 116
O=C1OC(c2cc(Br)c(O)c(Br)c2)c2ccccc21 (stereo not drawn) | 89 | 99 | 100 | 105 | 86 | 93 | 110 | 84
NC(=O)CC(NC(=O)CCl)C(=O)O (stereo not drawn) | 101 | 99 | 99 | x | 97 | 99 | 98 | x
CCCCSc1nc(NC2CC2)c(C#N)c(-c2ccc(C(C)C)cc2)n1 | 89 | 87 | 103 | 95 | 104 | 61 | 111 | 116
COc1ccc(/C=C2/C(=O)NC(SCC(=O)N3CCN(c4cc5c(cc4F)c(=O)c(C(=O)O)cn5C4CC4)CC3)=NC2N)cc1 (stereo not drawn) | 104 | 104 | 106 | 105 | 107 | 111 | 105 | 113
CCN(C(=O)c1ccc(NC(=O)C2C3C=CC(C3)C2C(=O)O)cc1)c1ccccc1 (stereo not drawn) | 70 | 110 | 106 | x | 99 | x | 116 | 146

(more compounds)
SMILES | RPMI-8226 | HOP-62 | A549/ATCC | EKVX | M14 | CCRF-CEM | MDA-MB-435 | HOP-92
CC(=O)O[C@H]1CC[C@H]2[C@@H]3CCC4=C(CC(F)C(=O)C4)[C@H]3CC[C@]12C (stereo partly drawn) | x | 101 | 91 | 56 | 108 | 78 | 44 | 92
CCC(C)OC(=O)c1ccc(OC)cc1 (stereo not drawn) | x | 93 | 66 | 99 | 82 | 89 | 103 | 83
CCSc1nc2nc[nH]c3nc(=N)nc([nH]1)c23 | 100 | 102 | 97 | 96 | 95 | 82 | 101 | 84
C/C=C/C(N)=O | 109 | 109 | 106 | 96 | 96 | 36 | 96 | 91
N#CCC1(c2ccccc2)CCCC1 | 108 | 104 | 104 | 108 | 108 | 102 | 105 | 75
CC1C2CCC3C4CC=C5CC(N(C)C)CCC5(C)C4CCC32CN1C (stereo not drawn) | 85 | 84&93 | 91&98 | 96&95 | 88&69 | 87&94 | 86&63 | 56&68
COC(=O)c1nc(-c2ccc(C)cc2)oc1SCc1ccccc1 | 86 | 101 | 99 | 96 | 92 | 80 | 103 | 103
Nc1o[nH]c(=O)c1Cc1ccccc1 | 89 | 101 | 99 | 128 | 104 | 99 | 128 | 86
O=S(=O)(O)CCI | 115 | x | 114 | 119 | 99 | 106 | 114 | 103
CCOC(=O)C1=NN(c2ccccc2)C(=O)/C1=C\N1CCNC1=S | 99 | 95 | 98 | 101 | 94 | 103 | 99 | 86
CCOC(=O)c1ccccc1C(C)CC (stereo not drawn) | 107 | 91 | 102 | x | 104 | 87 | 101 | x
O=C(Nc1ccc(Cl)cc1)Sc1nnc2sc3ccccc3n12 | 96 | 100 | 112 | 93 | 102 | 100 | 106 | x
COc1ccc(/C(C)=N/NC(=O)COc2ccc3c(C)c(Cc4ccccc4)c(=O)oc3c2C)cc1OC | 96 | x | 94 | 109 | 104 | 94 | 108 | 101
Fc1ccc(OCc2n[nH]c(=S)n2-c2ccccc2)cc1 | 183 | 97 | 113 | 112 | 118 | 136 | 120 | x
O=C(Nc1nc2ccc(C(F)(F)F)cc2s1)c1cc(Cl)ccc1O | -5.5* | 4.7* | 11 | -1.2* | 15 | 15 | 10 | -12*
CC(=O)c1nn(-c2ccccc2)cc1C(=O)c1cc2cc(Br)ccc2oc1=O | 66 | 80 | 83 | 94 | 33 | 50 | 64 | 96
O=C(/C=C/c1ccccc1Cl)c1cccc(OCCCCOc2cccc(C(=O)/C=C/c3ccccc3Cl)c2)c1 | -6.2* | 103 | 95 | 107 | 87 | 92 | 106 | 94
N[C@@H](Cc1ccccc1)[C@@H](O)C(=O)NCc1ccccn1 | x | 107 | 110 | 96 | 98 | 107 | 105 | 112
CSC1=NC2C(N(C)C(=S)N2C)N1/N=C/C=C/c1ccccc1[N+](=O)[O-] (stereo not drawn) | 97 | 106 | 98 | 94 | 98 | 98 | 101 | x
CC(=O)c1sc(-c2ccc(C)cc2)cc1O | 104 | 105 | 90 | 112 | x | 103 | 103 | 98
CC(=O)NC1=C(C#N)C(c2ccccc2Cl)c2ccc3ccccc3c2O1 (stereo not drawn) | 100 | 87 | 103 | 101 | 105 | 99 | 95 | 98
COc1cc2c(cc1OC)[C@H]1CCCN1CC2Sc1ccccc1 (stereo partly drawn) | 88 | 121 | 94 | x | 105 | 96 | 94 | x
CCCCCCCC(N)=O | x | 100 | 103 | 103 | 105 | 108 | 108 | x
C#Cc1cccc(NC(=O)Nc2cccc(NC(=O)C=C)c2)c1 | 60[8.25 µM] | 80[8.25 µM] | 73[8.25 µM] | 87[8.25 µM] | 74[8.25 µM] | 57[8.25 µM] | 59[8.25 µM] | 70[8.25 µM]
O=C1c2cccc(Cl)c2C(=O)c2c1cccc2[N+](=O)[O-] | 89 | 108 | 97 | 93 | 108 | 68 | 87 | 95
Cc1cc(C)c2c(SC(C)C)nc(N)nc2n1 | 77 | 95 | 88 | 72 | 101 | 71 | 86 | 63
Cc1occc1-c1nnc(SCC(=O)Nc2nccs2)n1N1C(=O)CSC1=S | 103 | 104 | 103 | 99 | 100 | 107 | 101 | 115
